Vif-APOBEC3F blk: inhibitors of Vif-A3F interaction; HeLa A3F-eYFP + Vif (tagged APOBEC3F with the HIV-1 protein that degrades it), YFP fluorescence increase; Potency, µM (doses to about 46.1 µM), for inactives: at the highest dose activity, negative = active; AID 602313; 390,000 compounds, 0.2% hits; note: potency is the fitted concentration of half-maximal effect; % of control where 0% means no effect; nearly all actives have a fitted effect of over 65% in size
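HeLa cells stably expressing A3F-eYFP plus Vif, plated and incubated overnight at 37 deg C, then exposed to compounds overnight at 37 deg C. Blocked degradation read as raised yellow fluorescence (Ex 488/Em 500-530).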
PI4K2A block: PI4K2A (human) kinase inhibition; activity change, negative = inhibition, % at 76.9 µM; purified PI4K2A, ADP-Glo luminescence, 1 h; active compounds read low; AID 1346378; 420,000 compounds, 0.13% hits; Q9BTU6; in the data active = activity change below about -50%; inconclusive = mostly about -30% to -49%;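 note: -100% = wells without enzyme as full effect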
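In this quantitative HTS, ADP production by PI4K2A was quantified luminescently after 1 h at ambient temperature; 100 microM adenosine served as plate-quality control.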
TrxR1 substrate: is turned over as a substrate by rat TrxR1; purified TrxR1 substrate turnover, NADPH consumption readout; 390,000 compounds, 0.01% hits; AID 588456; O89049; Potency, µM (titrated, usually from 114 µM), without a hit: at the top dose activity change, negative = substrate turnover; note: potency is the fitted concentration of half-maximal effect; % is set by controls: 0 for no effect and ±100 for the full control effect; nearly all actives have a fitted effect of over 50% in size
Target sequence (O89049 whole entry, looked up): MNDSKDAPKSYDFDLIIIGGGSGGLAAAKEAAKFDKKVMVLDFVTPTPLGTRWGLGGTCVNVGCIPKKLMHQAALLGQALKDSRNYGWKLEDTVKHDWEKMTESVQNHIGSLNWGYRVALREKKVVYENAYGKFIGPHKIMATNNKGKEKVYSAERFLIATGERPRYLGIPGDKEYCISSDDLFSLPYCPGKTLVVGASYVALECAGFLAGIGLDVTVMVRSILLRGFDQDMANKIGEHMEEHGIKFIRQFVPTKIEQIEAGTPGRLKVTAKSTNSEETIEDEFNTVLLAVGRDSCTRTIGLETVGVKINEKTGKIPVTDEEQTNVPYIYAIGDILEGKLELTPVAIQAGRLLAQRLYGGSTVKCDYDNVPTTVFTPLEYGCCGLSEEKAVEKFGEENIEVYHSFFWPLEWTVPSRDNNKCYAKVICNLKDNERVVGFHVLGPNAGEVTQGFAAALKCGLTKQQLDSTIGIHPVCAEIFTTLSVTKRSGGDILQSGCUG
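Rat TrxR1, dispensed at 90 nM, was prereduced with 400 uM NADPH (final) for 5 min at ~22 deg C, then incubated with compound 15 min before 400 uM selenite. A first-read NADPH fluorescence drop versus no-compound background flagged substrates.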
RXFP1 agonist: agonists of human relaxin receptor RXFP1; 370,000 compounds, 0.3% hits; HEK293T-RXFP1 cAMP TR-FRET, 30 min; response scale: percent of porcine relaxin response, buffer zero; Potency, µM (top dose mostly 57.5 µM), for the others: at the top dose activation, actives largely listed as activators; AID 2676; Q9HBX9; note: potency is the fitted concentration of half-maximal effect; % is set by controls: 0 for no effect and ±100 for the full control effect; nearly all actives have a fitted effect of over 60% in size; many of its hits are not listed in these tables
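cAMP rise read by TR-FRET after 30 min, 37C compound exposure (up to 58 uM) in RXFP1-transfected HEK293 cells with Ro 20174 present. EC50 from Hill-equation fits, with 29 nM porcine relaxin as 100% and buffer as basal.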
GRP78 ERSR act: induces the endoplasmic reticulum stress response in human glioma cells; Potency, µM, for the others: at the highest dose activation, hits mostly activators; U87-MG GRP78 promoter luciferase reporter, 16 h; AID 602332; 420,000 compounds, 0.02% hits; note: potency is the fitted concentration of half-maximal effect; series mostly up to about 76 µM; % of control where 0% means no effect; nearly all actives have a fitted effect of over 35% in size
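Stably transfected U87-MG human glioma cells carrying a GRP78-based luminescent sensor were seeded at 1000 cells/well, pin-dosed with compounds and incubated 16 h. Luciferase reagent was then added, and end-point luminescence was read after 10 min at room temperature.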
mIDH1 inhibitor: blocks human mutant IDH1 R132H enzyme | O75874 | IDH1-R132H enzyme, NADPH consumption, diaphorase/resazurin fluorescence | Potency, µM (top dose mostly 76.6 µM), without a hit: at the top dose activity change, negative = inhibition, usual class: inhibitors | 390,000 compounds, 0.093% hits; note: potency is the fitted concentration of half-maximal effect; % is set by controls: 0 for no effect and ±100 for the full control effect; nearly all actives have a fitted effect of over 65% in size
Target sequence (O75874 whole entry R132H, stated change not applied): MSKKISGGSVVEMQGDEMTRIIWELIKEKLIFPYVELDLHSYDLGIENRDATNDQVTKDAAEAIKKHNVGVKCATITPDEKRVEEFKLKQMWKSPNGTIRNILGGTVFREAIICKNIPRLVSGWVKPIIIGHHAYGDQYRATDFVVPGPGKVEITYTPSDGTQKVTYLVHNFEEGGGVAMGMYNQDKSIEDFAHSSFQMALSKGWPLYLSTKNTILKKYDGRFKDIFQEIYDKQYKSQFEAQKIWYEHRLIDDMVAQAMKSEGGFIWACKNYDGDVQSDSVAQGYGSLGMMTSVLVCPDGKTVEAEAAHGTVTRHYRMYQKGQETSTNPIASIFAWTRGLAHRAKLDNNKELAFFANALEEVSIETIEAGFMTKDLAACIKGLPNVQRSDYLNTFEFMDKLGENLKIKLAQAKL
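IDH1-R132H (0.5 ug/mL) preincubated 30 min with compound, then NADPH (0.016 mM) and alpha-KG (2 mM) added; 80 min at RT, pH 7.5. Remaining NADPH coupled via diaphorase/resazurin to fluorescence (540/590 nm); concentration-response curves normalized to no-enzyme control.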
Vif-A3G inh: Vif-A3G binding inhibition | HeLa A3G-eYFP + Vif (tagged APOBEC3G with the HIV-1 protein that degrades it), YFP fluorescence, overnight | AID 602310 | Potency, µM (top dose mostly 46.1 µM), inactives show at the highest dose activity, negative = active, actives largely listed as inhibitors | Q9HC16 | 410,000 compounds, 0.076% hits;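 note: potency is the fitted concentration of half-maximal effect; % is set by controls: 0 for no effect and ±100 for the full control effect; nearly all actives have a fitted effect of over 60% in size; hits raise eYFP signal because A3G escapes Vif-driven loss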
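Read-out is eYFP fluorescence (Ex 488/Em 500-530) from Vif-expressing HeLa A3G-eYFP cells; more signal means A3G escaped Vif-mediated degradation. Cells plated overnight, compound pinned in, incubated overnight at 37 deg C.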
USP1-UAF1 inh: USP1/UAF1 (human) deubiquitinase inhibition | O94782 | 390,000 compounds, 0.23% hits | Potency, µM (highest dose often 57.1 µM), for inactives: at the top dose activity change, negative = inhibition, actives largely listed as inhibitors | recombinant USP1/UAF1, Ub-Rhodamine cleavage fluorescence; note: potency is the fitted concentration of half-maximal effect; % is set by controls: 0 for no effect and ±100 for the full control effect; nearly all actives have a fitted effect of over 60% in size; inactives centre near -12
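USP1/UAF1 complex (1 nM) preincubated 15 min at room temperature with compound, then Ub-Rho substrate (150 nM final) added. Kinetic fluorescence at 480/540 nm over 6 reads at 60 s intervals; 50 mM HEPES pH 7.8, 0.5 mM EDTA, 0.1 mg/ml BSA, 1 mM TCEP, 0.01% Tween-20.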
LDHA block: blocks human lactate dehydrogenase A | P00338 | purified LDHA, NADH/diaphorase-resazurin fluorescence; active compounds read low | activity change, % (values are at about 110 or 230 µM) | 480,000 compounds, 0.15% hits | AID 1347041; in the data active = activity change below about -30%; inconclusive = mostly about -25% to -30%;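 note: plate controls were DMSO wells for no effect and wells without enzyme for full effect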
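Resorufin fluorescence (ex540/em590), read at 0 and 20 min after diaphorase/resazurin addition, reports the NADH left after a 5 min room-temperature reaction of 2 nM human LDH5 with 0.06 mM NADH and 0.2 mM pyruvate.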
An asterisk follows results filed as active; ? = inconclusive; nt = no result given; & = joins results of further samples; [ ] = another dose, or the depositor's remark. Unless noted, calls come from the whole dose curve; as a rule, active = well fitted curve in the direction sought with a large enough effect; inconclusive = small, poorly fitted or top-dose-only effect, or another doubt; inactive = no such curve, though single readings can be large; an effect the other way counts as inactive or inconclusive. Only part of the results is shown; the hit share may differ from the screen's.

SMILES	Vif-APOBEC3F blk	PI4K2A block	TrxR1 substrate	RXFP1 agonist	GRP78 ERSR act	mIDH1 inhibitor	Vif-A3G inh	USP1-UAF1 inh	LDHA block
CC1=C(C(=O)NCc2cccc(Br)c2)C2(CCCCC2)OC1=O	-21%	2	-4%	3.0%	-2%	-2%	-1%	-19%	2
NC(=O)C1CCN(C(=O)c2ccc(CS(=O)(=O)c3c(Cl)cccc3Cl)o2)CC1	0%	-6	-9%	0.8%	-3%	-16%	-3%	-6%	-15
O=C(NNS(=O)(=O)c1ccccc1)c1cccs1	4%	7	12%[57.1 µM]	0.0%	-2%	12%	1%	-18%	3
CC(=O)/C(=N/Nc1ccccc1Cl)Sc1nnc(C(O)c2ccccc2)n1-c1ccccc1 (stereo not drawn)	-10%	3	-16%	-0.5%	-4%	0%	-1%	6%	-7
COc1ccccc1C=NNC(=O)C(=O)NN=Cc1ccccc1OC	13%	3	16%[57.1 µM]	nt	-1%	7%	4%	-3%	-5
CCn1c(=S)sc2c(=O)n(CC(=O)Nc3cc(OC)ccc3OC)c(C)nc21	?	3	-4%	-4.3%	-2%	7%	3%	-22%	-1
O=c1c2cnn(-c3ccccc3)c2nc(-c2ccco2)n1-c1ccccc1	-1%	2	6%	-0.6%	-3%	2%	2%	-17%	2
CCOC(=O)C1=C(C)Nc2ncnn2C1c1ccc2c(c1)OCO2 (stereo not drawn)	-4%	-2	7%	1.9%	-1%	6%	-1%	-9%	-6
Nc1n[nH]c(C2CC2)c1N=Nc1ccc(Cl)cc1	-2%	-5	-2%	-0.6%	2%	3%	-10%	-27%	-4
COCCn1c(SCC(=O)NCC2CCCO2)nc2c(c1=O)SC(C)C2 (stereo not drawn)	-8%	-3	-7%	0.1%	-5%	9%	-1%	-18%	2
COc1ccc(/C=C/C(=O)Nc2ccc(N3CCOCC3)cc2)cc1	?	-4	-8%	-1.4%	-4%	4%	-4%	-7%	-4
CCOc1ccc(NC(=O)Cn2c(=O)oc3cc(S(=O)(=O)N4CCC(C)CC4)ccc32)cc1	-8%	-5	-8%	-0.4%	9%	6%	-14%	-1%	-20
CC(=O)Nc1ccc(S(=O)(=O)NCCS(=O)(=O)N2CCN(c3ccccc3)CC2)cc1	-7%	-3	4%	3.1%	1%	2%	2%	?	-5
CCOC(=O)CC(NC(=O)c1cc2cc(Br)ccc2oc1=O)c1cccc([N+](=O)[O-])c1 (stereo not drawn)	6%	1	-9%	-0.3%	-4%	5%	0%	-15%	3
NC(=O)C1=C(N=C2CCCCC2)CCCC1	5%	2	11%[57.1 µM]	nt	-1%	-2%	0%	-14%	-6
O=C1CCc2cc(S(=O)(=O)N3CCC(C(=O)NC4CCCc5ccccc54)CC3)ccc2N1 (stereo not drawn)	1%	-2	5%	1.1%	-2%	15%	0%	-16%	0
CC(C)CN1C(=O)c2ccc(C(=O)Nc3c[nH]c(=O)[nH]c3=O)cc2C1=O	5%	7	5%[57.1 µM]	1.2%	-5%	-7%	-2%	-16%	-7
O=C(O)CCNC(=O)c1ccc(NC(=O)C(c2ccccc2)c2ccccc2)cc1	-13%	3	3%	1.5%	-6%	-4%	5%	-13%	-7
CSc1ccccc1NC(=O)CCn1c(=O)oc2ccccc21	4%	6	7%	4.4%	0%	13%	2%	-16%	0
CN(C)c1ccc(NC(N)=S)cc1	1%	-2	3%[57.1 µM]	2.7%	-1%	13%	0%	5%	-2
CC(C)(C)c1ccc(C(=O)N2CCN(c3nc4ccccc4o3)CC2)cc1	4%	4	9%[57.1 µM]	1.4%	1%	8%	2%	-10%	-16&-3
Cc1ccc(NC2CCCN(C(=O)c3c(C)noc3C)C2)cc1C (stereo not drawn)	-6%	7	-13%	-3.1%	-4%	-1%	-1%	2%	4
COc1ccccc1-c1nnc(SCC(=O)c2c(N)n(C3CC3)c(=O)[nH]c2=O)o1	-4%	-3	3%	8.1%	-2%	-1%	-1%	-28%	-1
Fc1ccc(/C=N/n2c(COc3ccccc3)n[nH]c2=S)cc1	11%	7	6%[57.1 µM]	0.1%	-6%	4%	0%	-5%	1
COc1ccccc1NC(=O)C1CCCN(S(=O)(=O)c2ccc(-n3cnnn3)cc2)C1 (stereo not drawn)	10%	7	4%	0.3%	-4%	18%	3%	-16%	-3
O=C(COC(=O)c1cccc(S(=O)(=O)N2CCOCC2)c1)Nc1ncc(C(F)(F)F)cc1Cl	3%	2	-1%	3.6%	-4%	-1%	0%	-21%	1
COc1cccc(Nc2nc(C(N)Cc3ccc(C(F)(F)F)cc3)cs2)n1 (stereo not drawn)	nt	-3	nt	nt	-11%	nt	0%	nt	-8
O=C(OCCN1C(=O)c2ccccc2C1=O)c1cnccn1	-22%	1	0%	3.2%	0%	2%	2%	-9%	-4
Cn1c(=O)oc2ccccc2c1=O	3%	0	-2%[2.29 µM]	nt	-3%	-1%	-4%	-6%	-3
O=S(=O)(c1ccc(Cl)cc1)N1CCC(n2cccc2)CC1	-7%	0	-5%	0.7%	-2%	11%	0%	-6%	-9
CCSc1ccc(-c2cccc([N+](=O)[O-])c2)nn1	6%	8	4%[57.1 µM]	-2.2%	5%	2%	-3%	-11%	-5
COC(=O)COc1ccc2c(=O)c(-c3ccccc3)coc2c1	-3%	6	1%	-3.3%	1%	-2%	0%	-6%	-5
O=C(c1ccco1)N1CCN(c2nc3c(F)cc(F)cc3s2)CC1	4%	-2	-4%[57.1 µM]	2.6%	0%	3%	14%	?	-14
Cc1cc(C)n(C(=O)c2c([N+](=O)[O-])cnn2C)n1	0%	9	10%[57.1 µM]	0.9%	-2%	3%	2%	-9%	-1
Cc1cc(C)n(CC(O)COc2cccc(OCC(O)Cn3nc(C)cc3C)c2)n1 (stereo not drawn)	12%	3	10%[57.1 µM]	-1.2%	1%	4%	-3%	-10%	-2
Cc1cccc(C)c1NC(=S)NCc1ccccc1	13%	-18	8%	0.4%	-3%	4%	0%	-8%	-4

Some of the entries above, reformatted:
Values run as follows: Vif-APOBEC3F blk | PI4K2A block | TrxR1 substrate | RXFP1 agonist | GRP78 ERSR act | mIDH1 inhibitor | Vif-A3G inh | USP1-UAF1 inh | LDHA block
- Cc1cc(C)n(C(=O)c2c([N+](=O)[O-])cnn2C)n1
    0% | 9 | 10%[57.1 µM] | 0.9% | -2% | 3% | 2% | -9% | -1
- Cc1cc(C)n(CC(O)COc2cccc(OCC(O)Cn3nc(C)cc3C)c2)n1 (stereo not drawn)
    12% | 3 | 10%[57.1 µM] | -1.2% | 1% | 4% | -3% | -10% | -2

The results go on:
SMILES	Vif-APOBEC3F blk	PI4K2A block	TrxR1 substrate	RXFP1 agonist	GRP78 ERSR act	mIDH1 inhibitor	Vif-A3G inh	USP1-UAF1 inh	LDHA block
CCc1ccc(NC(=O)CC2S/C(=N/N=C3CCCCCC3)NC2=O)cc1 (stereo not drawn)	-5%	-4	-9%	0.0%	-1%	3%	0%	-9%	2
O=C(NCc1cccnc1)C1C2C=CC(C2)C1C(=O)Nc1cccc(C(F)(F)F)c1 (stereo not drawn)	-5%	-1	nt	nt	-5%	-4%	1%	-21%	-6
Cc1cccc(-n2c(C)nc3sccc3c2=O)c1	6%	2	3%[57.1 µM]	0.5%	-8%	1%	1%	-17%	-5
COc1cccc(C(=O)/C=C/c2ccc(OCC#N)c(OC)c2)c1	?	14	-11%	-0.3%	-8%	2%	?	-21%	-2
NC(=O)c1ccsc1NC(=O)COC(=O)Cc1cccc2ccccc12	1%	9	6%	-0.4%	-10%	8%	1%	-24%	2
Cc1ccc(Cn2nc(C)c(C(=O)N3CCN(S(=O)(=O)/C=C/c4ccccc4)CC3)c2C)cc1	1%	-3	-10%	1.2%	-5%	-4%	-1%	-13%	-2
O=C(Cn1c(=O)c(CNc2ccccc2)cc2cc3c(cc21)OCCO3)Nc1ccccc1Cl	?	-6	12%	?	-3%	11%	-23%	?	27
Nc1c(C(=O)CSc2nc3ccccc3o2)c(=O)[nH]c(=O)n1C1CC1	-2%	3	-3%	1.2%	1%	4%	-15%	-3%	1
NC(=O)c1ccc(=O)n(Cc2ccc(Cl)cc2Cl)c1	-4%	0	1%	-0.7%	-1%	2%	0%	-6%	-8
COc1ccc(N(C)C(=O)c2ccc(NC(=O)CCS(=O)(=O)c3cccs3)cc2)cc1	-4%	-3	3%[57.1 µM]	0.2%	7%	4%	0%	-13%	-8
C[C@H](CO)N1C[C@H](C)[C@@H](CN(C)C(=O)C2CCCCC2)OCc2cn(nn2)CCCC1=O	-4%	-3	nt	nt	-2%	-6%	-4%	-13%	-4
CC1CCCC(C)N1C(=O)CN1C(=O)C(C)(C)Oc2ccc(C(=O)NC3CCCCC3)cc21 (stereo not drawn)	-2%	4	2%	1.3%	-1%	5%	-1%	-21%	-8
CC1CCc2sc3ncnc(N4CCN(CCO)CC4)c3c2C1 (stereo not drawn)	10%	2	-1%	5.2%	-1%	0%	-14%	-8%	-1
O=c1cc(N2CCc3ccccc32)[nH]c(=O)n1Cc1ccc(F)cc1	-11%	0	15%	2.7%	-1%	5%	0%	-7%	-3
O=C(C(=O)N1CCN(c2cccc(Cl)c2)CC1)c1cn(CC(=O)N2CCOCC2)c2ccccc12	4%	-2	-4%	-2.8%	3%	-1%	-1%	-29%	-1
